Source: PubChem
RNase H inhibition: RNase H inhibition, HIV 1 Gag Pol polyprotein, FRET biochemical assay, screening (AID 372); HIV-1 RT RNase H, FRET RNA/DNA substrate fluorescence; higher % means a stronger effect; one-dose inhibition, % at 10 µM; IC50 in µM for titrated hits; 100,000 tested, 0.77% active; in the data active = inhibition above about 50%
* = called active by the depositor.

SMILES | RNase H inhibition
CN1CCN(C(=O)c2cc3ccccc3oc2=O)CC1 | 12.0%
O=C1C2C3C=CC(CC3)C2C(=O)N1/N=C/c1cc(Br)cc([N+](=O)[O-])c1O (centres undefined) | 20.0%
Clc1ccccc1C1Nc2cccc3cccc(c23)N1 | 10.0%
Cc1cc([N+](=O)[O-])ccc1NC(=O)c1ccccc1 | 11.0%
COc1ccc(Br)cc1/C=C/C(=O)Nc1ccc(F)cc1 | 15.0%
COc1ccc(CC(=O)Nc2sc3c(c2C(=O)OC(C)C)CCCCC3)cc1 | 38.0%
CC(=O)OC1CCC2(C)C(=CCC3C2CCC2(C)C(C(C)=NO)CCC32)C1 (centres undefined) | 34.0%
COc1ccc(CCC(=O)Nc2ccc3c(c2)OCCO3)cc1 | 8.0%
Cc1cc(C)c[n+](CC(=O)c2ccc(NC(=O)c3ccccc3)cc2)c1 | 0.0%
O=C(NC(=S)Nc1cccc([N+](=O)[O-])c1)c1ccccc1I | 19.0%
Clc1cccc(Cl)c1SCCc1ccncc1 | 22.0%
Cc1ccc(Br)cc1S(=O)(=O)N1CCOCC1 | 12.0%
COc1cccc(/C=N/Nc2nc(-c3ccc(C)cc3)nc3ccccc23)c1O | 21.0%
COc1ccc(NC(=NCCc2ccccc2)SC2CC(=O)N(c3ccc(OC)cc3)C2=O)cc1 (centres undefined) | 15.0%
Cc1ccccc1-c1cc(=O)oc(-c2ccco2)n1 | 2.0%
O=c1c2cc(O)cc3cccc(c32)c2nc3ccc4c5c(ccc(c35)n12)CC4 | 12.0%
O=C1NC(=O)N(c2cccc(F)c2)C(=O)/C1=C/c1ccc(I)o1 | 1.0%
CC(CCc1ccccc1)Nc1cc(N2CCN(C(=O)c3ccccc3F)CC2)ccc1[N+](=O)[O-] (centres undefined) | 0.0%
O=C1c2ccccc2NC(c2ccc3c(c2)OCO3)N1Cc1ccccc1 (centres undefined) | 5.0%
CCOC(=O)c1c(NC(=O)Cc2ccc(Cl)cc2)sc(C(=O)Nc2cccc(OC)c2)c1C | 3.0%
O=C(N/N=C/c1cc(I)ccc1O)c1cccc(F)c1 | 0.0%
CC(C)(C)c1cc(N2C(=O)C(=O)/C(=C(/O)c3ccc(Cl)cc3)C2c2ccc([N+](=O)[O-])cc2)no1 (centres undefined) | 21.0%
O=c1oc(-c2ccco2)nc2ccccc12 | 0.0%
O=C(Nc1ccc(Cl)c(Cl)c1)OCc1ccco1 | 4.0%
O=c1/c(=C/c2cc([N+](=O)[O-])ccc2OCc2ccc(F)cc2)sc2nc3ccccc3n12 | 12.0%
O=C(C1=C(Cc2ccccc2)C(=O)c2ccccc2C1=O)c1ccccc1 | 21.0%
COc1cc(Br)c(/C=C2\C(=O)NC(=S)N(c3ccccc3)C2=O)cc1OC | 6.0%
COc1ccc(C(NC(=O)c2ccccc2OC)c2ccc(OC)cc2)cc1 | 15.0%
O=C(N/N=C/c1ccccc1)C(O)c1ccccc1 (centres undefined) | 3.0%
COc1ccccc1-c1c(C(F)(F)F)oc2cc(OCC(=O)O)ccc2c1=O | 2.0%
Cc1ccc(/C(O)=C2/C(=O)C(=O)N(C)C2c2ccc(F)cc2)cc1 (centres undefined) | 3.0%
COc1ccc(S(=O)(=O)Oc2c(Br)cc(Br)cc2Br)cc1 | 11.0%
Cc1cccc(N2CCN(S(=O)(=O)c3ccc(F)cc3)CC2)c1C | 14.0%
COC(=O)/C(=C\Nc1cccc2ccccc12)[N+](=O)[O-] | 16.0%
Nc1c(Cl)cnn(-c2ccccc2)c1=O | 7.0%
COc1ccccc1/C=N/NC(=O)CSc1nnc(-c2ccncc2)n1-c1ccccc1 | 8.0%
Cc1ccnc(NC(=S)NC(=O)c2ccccc2I)c1 | 17.0%
CCOc1ccc(C2=NNC(=O)CC2)cc1 | 10.0%
COc1ccccc1N1CCN(C(=O)CN(c2cc(Cl)ccc2OC)S(=O)(=O)c2ccc(C)cc2)CC1 | 13.0%
COc1cccc(CN2CCN(C(=O)c3ccc([N+](=O)[O-])cc3)CC2)c1 | 7.0%
Oc1ccc(Cl)cc1/C=N/Nc1c(F)c(F)c(C(F)(F)F)c(F)c1F | 6.0%
Cc1cc(/C=N/N2C(=O)c3ccccc3C2=O)c(C)n1C | 0.0%
CC1=C(C(=O)OCc2ccccc2)C(c2ccc(O)cc2)NC(=O)N1 (centres undefined) | 23.0%
COc1ccc(OC)c(NC(=O)c2cccc(Cl)c2)c1 | 9.0%
CCOC(=O)C1=C(C)N=c2s/c(=C\c3ccc([N+](=O)[O-])cc3)c(=O)n2C1/C=C/c1ccccc1 (centres undefined) | 4.0%

In another format: results already given.
COc1ccccc1N1CCN(C(=O)CN(c2cc(Cl)ccc2OC)S(=O)(=O)c2ccc(C)cc2)CC1
  RNase H inhibition: 13.0%
COc1cccc(CN2CCN(C(=O)c3ccc([N+](=O)[O-])cc3)CC2)c1
  RNase H inhibition: 7.0%

Following part
SMILES | RNase H inhibition
CCOC(=O)C1=C(C)N=c2s/c(=C\c3cc4c(cc3Br)OCO4)c(=O)n2C1c1ccc(OC)cc1 (centres undefined) | 8.0%
CC(C)Cn1ccc(=O)n(CC(C)C)c1=O | 28.0%
Clc1ccc(CN2CCN(/N=C/C=C\c3ccco3)CC2)cc1 | 14.0%
O=C(N/N=C/c1ccc(Br)cc1)c1ccccc1O | 0.0%
CN1CCC(N(C)Cc2ccc(C(F)(F)F)cc2)CC1 | 1.0%
O=C(NC(=S)Nc1ccc2oc(-c3cccc(Br)c3)nc2c1)c1cccs1 | 7.0%
CC(C)OC(=O)c1c(-c2ccc(Cl)cc2)csc1N | 4.0%
O=[N+]([O-])c1ccc(S(=O)(=O)N2CCN(c3ccc(F)cc3)CC2)cc1 | 4.0%
CC(C)Oc1ccc(-c2cc(C(=O)O)c3ccccc3n2)cc1 | 5.0%
CCOC(=O)c1c(N)sc(C(=O)Nc2cc(C)cc(C)c2)c1C | 13.0%
COc1ccc(Cl)cc1N(CC(=O)NCCSc1ccc(C)cc1)S(=O)(=O)c1ccccc1 | 25.0%
O=C(N=NC(=O)c1cccc(Cl)c1)c1ccc(-n2c(O)c3ccccc3c2O)cc1 | 0.0%
Cc1ccsc1C=Nn1c(-c2ccc(Cl)cc2)n[nH]c1=S | 9.0%
C=CCNC(=O)/C(=C\C=C\C)NC(=O)c1ccccc1 | 0.0%
CCOn1c(=O)c(-c2cccs2)[n+]([O-])c2ccccc21 | 3.0%
Cc1cc(Nc2ccccc2)c2c([N+](=O)[O-])cc(C)c(C)c2n1 | 7.0%
CCN(CC)C(=O)c1sc(NC(=O)c2cc(-c3ccc(C)s3)nc3ccccc23)c(C(=O)OC)c1C | 15.0%
COCCNC(=S)Nc1ccc(F)cc1 | 10.0%
COc1ccc(N2Cc3ccc(C(=O)NN)cc3C2)cc1 | 48.0%
Cc1ccc2oc(-c3cc(NC(=O)COc4ccccc4)ccc3Cl)nc2c1 | 16.0%
O=S(=O)(N/N=C/C=C/c1ccccc1)c1ccc(Cl)cc1 | 9.0%
CC(=O)Oc1ccc(/C=C2\C=C(c3ccc(Br)cc3)OC2=O)c(OC(C)=O)c1 | 0.0%
COc1ccc(NC(=O)c2cc([N+](=O)[O-])ccc2N2CCOCC2)cc1 | 8.0%
Cc1ccc(S(=O)(=O)N(CC(=O)NC2CC3CCC2C3)c2cc(Cl)cc(Cl)c2)cc1 (centres undefined) | 8.0%
COc1ccc(N2C(=O)C(Cl)=C(Nc3cc(OC)ccc3OC)C2=O)cc1 | 12.0%
COc1cc(C2C(C(=O)OCC3CCCO3)=C(C)NC3=C2C(=O)CCC3)ccc1OCCO (centres undefined) | 2.0%
COc1ccc(CN2CCC(N3CCCCC3)CC2)cc1OCc1ccccc1 | 11.0%
COc1c(Cl)cc(C(=O)Nc2cc([N+](=O)[O-])ccc2F)cc1Cl | 10.0%
COc1ccc(NC(=O)Nc2nnc(-c3ccccc3SCc3ccc(F)cc3)s2)cc1 | 22.0%
CCCn1c(=O)c(C(=O)Nc2ccc(F)cc2)c(O)c2ccccc21 | 0.0%

Shown in markdown: 2 of the compounds above
| canonical_smiles | RNase H inhibition |
| --- | --- |
| COc1ccc(N2Cc3ccc(C(=O)NN)cc3C2)cc1 | 48.0% |
| CCCn1c(=O)c(C(=O)Nc2ccc(F)cc2)c(O)c2ccccc21 | 0.0% |

Next records follow.
SMILES | RNase H inhibition
COCCNC(=O)c1cnn2c(C(F)(F)F)cc(-c3cccs3)nc12 | 6.0%
CCCC1=C(C(=O)OCC)C(c2cc(C(C)(C)C)c(O)c(C(C)(C)C)c2)C(C#N)=C(N)O1 (centres undefined) | 0.0%
COc1ccccc1NC(=O)c1c(N)sc2c1CCCC2 | 21.0%
Cc1cc(C)cc(NCc2ccccn2)c1 | 0.0%
Cc1ccc(N/C=C(/C#N)c2nc(-c3ccc(F)cc3)cs2)cc1C | 10.0%
COc1cc2c(cc1OC)CN(Cc1ccccn1)CC2 | 0.0%
CC1CC(N(C(=O)c2ccc(Cl)cc2)c2ccccc2)c2ccccc2N1 (centres undefined) | 10.0%
O=C1CSC(c2ccc([N+](=O)[O-])cc2)N1Cc1ccco1 (centres undefined) | 0.0%
O=c1oc2ccc3ccccc3c2cc1-c1nc(-c2ccc(Br)cc2)cs1 | 0.0%
N#CCCn1cc(/C=N/O)c(-c2ccc(Cl)cc2)n1 | 0.0%
CCCCSc1nnc2c(n1)OC(c1ccc(N(CCC)CCC)cc1)Nc1ccccc1-2 (centres undefined) | 0.0%
CN(C)c1ccc(NC(=O)CCC2CCCCC2)cc1 | 2.0%
CCOc1cc(/C=C2\SC(N)=NC2=O)ccc1OCCOc1cccc(OC)c1 | 23.0%
CN(C)c1ccc(/C=C(\C#N)c2ccc([N+](=O)[O-])cc2)cc1 | 20.0%
Cc1ccc(C)c(NC(=O)c2ccc(Cl)cc2)c1 | 4.0%

2 records picked at random from those above, as already listed:
SMILES | RNase H inhibition
CN(C)c1ccc(NC(=O)CCC2CCCCC2)cc1 | 2.0%
CC1CC(N(C(=O)c2ccc(Cl)cc2)c2ccccc2)c2ccccc2N1 (centres undefined) | 10.0%

Other results follow.
SMILES | RNase H inhibition
C=CCc1cccc(/C=N/NC(=O)c2cc(-c3ccc(OC)cc3)n[nH]2)c1O | 23.0%
O=C(CN(Cc1ccccc1)Cc1ccccc1)NCCNc1ccc([N+](=O)[O-])cc1Cl | 3.0%
CCCOc1ccc(C2C(C(=O)OCCc3ccccc3)=C(C)NC3=C2C(=O)CC(c2ccc(Cl)cc2)C3)cc1OC (centres undefined) | 15.0%
c1ccc(-n2ncc3c(N4CCN(C5c6ccccc6-c6ccccc65)CC4)ncnc32)cc1 | 14.0%
CC1(C)CC(=O)C=C(NNC(=O)c2ccc(O)cc2)C1 | 3.0%
C#CCOc1ccc(C=C2C(=O)N(C)C(=S)N(C)C2=O)cc1OC | 4.0%
O=C(CCc1ccccc1)Nc1nc(-c2ccc(Cl)c(Cl)c2)cs1 | 7.0%
CCOC(=O)c1ccc(N=Cc2ccc(Br)s2)cc1 | 14.0%
CCOC(=O)C1=C(O)/C(=C/c2ccccc2Cl)SC1=Nc1ccccc1 | 15.0%
COc1cc(/C=C2\SC(N)=NC2=O)ccc1OS(=O)(=O)c1ccc(C)cc1 | 17.0%
CCCN(CCC)c1ccc(/C=N/NC(=O)c2cc(Cl)ccc2O)cc1 | 16.0%
CCC1(C)CC(CC#N)(c2ccccc2OC)CCO1 (centres undefined) | 4.0%
O=C(O)c1ccccc1C(=O)Nc1cc(Cl)cc(Cl)c1 | 1.0%
Cc1ccc([N+](=O)[O-])cc1NC(=O)COc1cccc(Cl)c1 | 1.0%
CC(/C=C/c1ccco1)=N\NC(=O)c1cc(C)[nH]n1 | 8.0%
COc1ccc(/C=C(/NC(=O)c2ccc(Br)o2)C(=O)Nc2ccc(C(=O)O)cc2)cc1 | 0.0%
O=C(NCCN1CCOCC1)c1cc(-c2ccccc2)nc2ccccc12 | 0.0%
COc1cc(CN2CCN(c3ccccc3C)CC2)c([N+](=O)[O-])cc1OC | 9.0%
COc1ccc(CC(=O)Nc2ccc(C)cc2C)cc1 | 0.0%
Cc1cc(I)ccc1NC(=O)c1cccc2ccccc12 | 7.0%
O=C(CC1(O)OC(c2ccc(Cl)cc2)=CC1=O)c1ccc(Cl)cc1 (centres undefined) | 7.0%
COc1ccc(CNC(=O)Cc2ccc(Br)cc2)cc1 | 5.0%
COc1ccc(-n2nc3ccc(NC(=O)/C=C/c4ccco4)cc3n2)cc1 | 48.0%
Cc1cccc(Nc2nc(-c3ccccn3)cs2)c1 | 0.0%
CCCCOc1ccc(/C=C2/N=C(c3ccccc3Cl)OC2=O)cc1OC | 13.0%
CCOc1ccccc1OCCOCCOc1ccccc1OC | 10.0%
Cc1cc(-c2cccc(O)c2)nc2ccc3ccccc3c12 | 13.0%
COc1ccc(OC)c(NC(=O)C(=O)N/N=C/c2ccc(C(=O)O)cc2)c1 | 4.0%
CCOc1ccc(NC(=S)NC(=O)c2ccc([N+](=O)[O-])cc2)cc1 | 15.0%
CC(C)(C)c1ccc(OCCCOc2cccc3cccnc23)cc1 | 33.0%
O=[N+]([O-])c1cc2c(c([N+](=O)[O-])c1)Nc1ccccc1N=C2c1ccc(Br)cc1 | 4.0%
CC1=CC(C)C2(CO)COC(c3ccccc3O)C1C2C (centres undefined) | 0.0%
O=C(Nc1cccc(Cl)c1)Nc1ccccc1Cl | 14.0%
COCCNC(=O)C(NC(=O)c1ccc([N+](=O)[O-])cc1)C12CC3CC(CC(C3)C1)C2 (centres undefined) | 10.0%
COc1ccc2c(c1)NC(C)(C)c1sn(-c3ccc(C)cc3)c(=S)c1-2 | 25.0%

Looked up above:
Reading for `CCN(CC)C(=O)c1sc(NC(=O)c2cc(-c3ccc(C)s3)nc3ccccc23)c(C(=O)OC)c1C` in RNase H inhibition: 15.0%
Reading for `O=C1C2C3C=CC(CC3)C2C(=O)N1/N=C/c1cc(Br)cc([N+](=O)[O-])c1O` (centres undefined) in RNase H inhibition: 20.0%
Reading for `O=C1NC(=O)N(c2cccc(F)c2)C(=O)/C1=C/c1ccc(I)o1` in RNase H inhibition: 1.0%
Reading for `COc1ccc2c(c1)NC(C)(C)c1sn(-c3ccc(C)cc3)c(=S)c1-2` in RNase H inhibition: 25.0%
Reading for `CCCC1=C(C(=O)OCC)C(c2cc(C(C)(C)C)c(O)c(C(C)(C)C)c2)C(C#N)=C(N)O1` (centres undefined) in RNase H inhibition: 0.0%
Reading for `Cc1cccc(N2CCN(S(=O)(=O)c3ccc(F)cc3)CC2)c1C` in RNase H inhibition: 14.0%

Not all compounds are listed (hit frequency here may not be typical).
